Screening results (PubChem)
ERa SRC1 inh: ERα–SRC-1 coactivator interaction inhibitors, primary screen, biochemical, TR-FRET, ERα LBD, estradiol-bound; Estrogen receptor (Homo sapiens), P03372; TR-FRET ER-alpha LBD / SRC-1 peptide; inhibition, % at 25.6 µM; 1.7% of 86,000 active; in the data active = inhibition above about 50%;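 note: 0% = receptor plus peptide control and 100% = peptide only without receptor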
Target sequence (P03372 whole entry, looked up, the tested form may be a part): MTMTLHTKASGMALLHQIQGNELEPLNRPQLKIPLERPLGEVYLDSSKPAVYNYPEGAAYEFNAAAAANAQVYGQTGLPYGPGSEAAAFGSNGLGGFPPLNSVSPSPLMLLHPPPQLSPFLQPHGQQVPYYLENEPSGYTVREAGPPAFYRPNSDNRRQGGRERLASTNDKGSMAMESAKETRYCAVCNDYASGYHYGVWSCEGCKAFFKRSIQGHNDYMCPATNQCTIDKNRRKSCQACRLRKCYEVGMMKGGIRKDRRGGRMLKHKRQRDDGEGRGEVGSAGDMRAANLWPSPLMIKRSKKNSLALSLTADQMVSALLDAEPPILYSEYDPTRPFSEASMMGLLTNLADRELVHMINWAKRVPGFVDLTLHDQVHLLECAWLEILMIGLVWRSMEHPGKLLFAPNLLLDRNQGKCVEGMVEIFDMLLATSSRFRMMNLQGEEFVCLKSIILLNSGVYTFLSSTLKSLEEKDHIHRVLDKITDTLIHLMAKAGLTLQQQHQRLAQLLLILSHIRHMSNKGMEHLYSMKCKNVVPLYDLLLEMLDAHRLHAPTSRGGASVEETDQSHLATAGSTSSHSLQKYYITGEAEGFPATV
Pyk2 oligo antag: antagonists of Pyk2 self-association, primary screen, Q293 cells, FERM NanoBiT luminescence, HTS; Protein-tyrosine kinase 2-beta (Homo sapiens), Q14289; active compounds read low; z-score (the deposit names both 25 µM and 10 µM); 0.83% of 99,000 active; AID 1347419, 2020;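 active = Z-score of -3 or lower, scaled per plate to the spread of control and sample wells; inactive = z-score above -3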;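 note: negative z-score means lost luminescence so less FERM oligomerization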
* hit, by the source's call; [ ] = another dose, or the depositor's remark.

Start of the data: the first 16 compounds, ahead of the listing:
SMILES	ERa SRC1 inh	Pyk2 oligo antag
C=CCOc1cccc(C2C(C(=O)c3ccco3)=C(O)C(=O)N2CCN2CCOCC2)c1 (stereo not given)	-9.6	0.56
CCOC(=O)c1sc(=S)n(CC)c1N	-6.5[fluorescence artefact?]	-0.15
Cc1ccc(CN(Cc2cc3cccc(C)c3[nH]c2=O)C(=O)N(C)C)cc1	0.8	-0.25
Cc1ccc(-c2nn(CC(=O)NCc3ccco3)c(=O)c3ccccc23)cc1	19.7[fluorescence artefact?]	-0.03
COc1ccc(Nc2nnc(Cc3ccc(Cl)cc3)c(=O)[nH]2)c(OC)c1	10.7	0.55
CCCC(=O)N(c1ccc(OCC)cc1)C1C=CS(=O)(=O)C1 (stereo not given)	-5.3[fluorescence artefact?]	0.06
N#CC1=C(N)N(c2ccccc2)C2=C(C(=O)CCC2)C1c1ccsc1 (stereo not given)	-71.0	-0.07
O=S(=O)(c1ccc(Oc2ccc(S(=O)(=O)N3CCOCC3)cc2)cc1)N1CCOCC1	3.0	0.46
CCOc1ccccc1CNS(=O)(=O)c1ccc2[nH]c(=O)sc2c1	-3.0	-0.3
CN1C(=O)C2CN(CCc3ccccc3)CNC2N(C)C1=O (stereo not given)	3.2[fluorescence artefact?]	0.07
CNC(=O)Nc1cccc(NC(=O)NC)n1	4.2	0.01
COc1ccc(N2CCN(c3ccc(NC(=O)c4ccc5c(c4)OCO5)cc3C#N)CC2)cc1	19.1[fluorescence artefact?]	-0.42
Cc1ccc(NC(=O)CCNS(=O)(=O)c2cccc3nonc23)cc1	-10.6	-0.07
CC1(C)Cc2c(c(=S)nc(-c3ccccc3)n2CCCN2CCOCC2)CO1	-3.5	1.16
Cc1ccc(Nc2nc3nonc3[nH]c2=O)cc1C	11.5	-1.61
Nn1c(SCc2nc3ccccc3[nH]2)nnc1-c1cccnc1	2.8	0.07

The listing, from the first entry:
SMILES	ERa SRC1 inh	Pyk2 oligo antag
C=CCOc1cccc(C2C(C(=O)c3ccco3)=C(O)C(=O)N2CCN2CCOCC2)c1 (stereo not given)	-9.6	0.56
CCOC(=O)c1sc(=S)n(CC)c1N	-6.5[fluorescence artefact?]	-0.15
Cc1ccc(CN(Cc2cc3cccc(C)c3[nH]c2=O)C(=O)N(C)C)cc1	0.8	-0.25
Cc1ccc(-c2nn(CC(=O)NCc3ccco3)c(=O)c3ccccc23)cc1	19.7[fluorescence artefact?]	-0.03
COc1ccc(Nc2nnc(Cc3ccc(Cl)cc3)c(=O)[nH]2)c(OC)c1	10.7	0.55
CCCC(=O)N(c1ccc(OCC)cc1)C1C=CS(=O)(=O)C1 (stereo not given)	-5.3[fluorescence artefact?]	0.06
N#CC1=C(N)N(c2ccccc2)C2=C(C(=O)CCC2)C1c1ccsc1 (stereo not given)	-71.0	-0.07
O=S(=O)(c1ccc(Oc2ccc(S(=O)(=O)N3CCOCC3)cc2)cc1)N1CCOCC1	3.0	0.46
CCOc1ccccc1CNS(=O)(=O)c1ccc2[nH]c(=O)sc2c1	-3.0	-0.3
CN1C(=O)C2CN(CCc3ccccc3)CNC2N(C)C1=O (stereo not given)	3.2[fluorescence artefact?]	0.07
CNC(=O)Nc1cccc(NC(=O)NC)n1	4.2	0.01
COc1ccc(N2CCN(c3ccc(NC(=O)c4ccc5c(c4)OCO5)cc3C#N)CC2)cc1	19.1[fluorescence artefact?]	-0.42
Cc1ccc(NC(=O)CCNS(=O)(=O)c2cccc3nonc23)cc1	-10.6	-0.07
CC1(C)Cc2c(c(=S)nc(-c3ccccc3)n2CCCN2CCOCC2)CO1	-3.5	1.16
Cc1ccc(Nc2nc3nonc3[nH]c2=O)cc1C	11.5	-1.61
Nn1c(SCc2nc3ccccc3[nH]2)nnc1-c1cccnc1	2.8	0.07
COc1ccc(OC)c(NC(=O)C(CCS(C)(=O)=O)NC(C)=O)c1 (stereo not given)	4.1[fluorescence artefact?]	-0.06
COC(=O)CSc1nc(C)c(C(C)=O)cc1C#N	3.2	-1
O=C(CCN1C(=O)COc2ccccc21)NCCC1=CCCCC1	7.7[fluorescence artefact?]	1.04
Cn1c(SC2C(=O)CC(C)(C)CC2=O)nnc1-c1ccco1	-1.9	0.44
COc1ccccc1OCc1csc(NC(=O)c2ccco2)n1	1.7	-0.4
CCN(CC)S(=O)(=O)c1cccc(C(=O)Nc2nncs2)c1	3.2	-0.41
COc1ccc(C2C(C(=O)NCc3ccccn3)c3cc(OC)c(OC)cc3C(=O)N2C)cc1 (stereo not given)	-8.4	-0.09
Cc1nc(N2CCN(c3ccccc3)CC2)[nH]c(=O)c1Cc1ccccc1	1.7	0.29
CCN(CC)CCCN1C(=O)C(=O)/C(=C(/O)c2ccc(Cl)cc2)C1c1ccccn1 (stereo not given)	-1.4	1.09
Cc1ccccc1Nc1nc(N)nc(CSc2nc3ccccc3c(=O)n2CCCO)n1	2.6[fluorescence artefact?]	-1.18
COC(=O)c1ccc(CSc2nnc(N)s2)cc1	6.0[fluorescence artefact?]	1.22
COC(=O)c1ccc(NC(=O)Nc2ccc(F)cc2)cc1	6.5[fluorescence artefact?]	0.92
CC1=C(C(=O)Nc2ccccc2)C(c2ccc(C)o2)n2ncnc2N1 (stereo not given)	0.2	-0.59
CSc1nnc2c3cc(C)ccc3n(Cc3ccccc3)c2n1	68.1*[fluorescence artefact?]	-0.52
c1ccc(N2CCN(CCc3nnc4n3CCCCC4)CC2)cc1	-6.9	0.51
COC(=O)c1ccc(OC)c(CSc2nnc(COc3cccc(C)c3)o2)c1	6.2[fluorescence artefact?]	-0.77
COc1ccc(-c2cc(C(F)(F)F)nc(SCCC(=O)Nc3cc(C)on3)n2)cc1	8.9	1.46
CCCCNC(=O)CCCn1c(=O)[nH]c2ccc(Br)cc2c1=O	2.1	1.5
CC(Oc1ccc(Cl)cc1)C(=O)Nc1ncccn1 (stereo not given)	-9.3	1.48
CCSc1nnc(NC(=O)c2cccc(OCc3c(C)noc3C)c2)s1	-6.5	-0.83
CC(C)Sc1nc(N)c2c3c(sc2n1)CN(C)CC3	21.5[fluorescence artefact?]	-1.05
CCc1nnc(NC(=O)c2ccc(S(=O)(=O)N3CCN(Cc4ccccc4)CC3)cc2)s1	-35.2	0.24
O=C(CN1C2CCC1CC(NC(=O)C1CC1)C2)NCc1ccccc1 (stereo not given)	-3.1	-0.11
O=C(CSc1cccc2cccnc12)N1CCCC1	-3.7	-0.6
CCCCOc1ccccc1C(=O)NCCCCCC(=O)O	-7.2	-0.68
COC(=O)C1=C(C)NC2=C(C(=O)CCC2)C1c1coc2ccccc2c1=O (stereo not given)	1.5	0.17
CCOc1ccccc1N1CCN(CC(O)COc2ccc3c(C)cc(=O)oc3c2)CC1 (stereo not given)	-2.2	0.61
COCCNC(=O)C(c1ccc(Cl)cc1)N(C(=O)CCC(=O)Nc1ccccn1)C1CCCC1 (stereo not given)	1.9	-0.55
Cc1ccc(S(=O)(=O)N2CCOCC2)cc1C(=O)O	-6.1	1.28
CN1CCN(c2oc(-c3ccco3)nc2S(=O)(=O)c2ccccc2)CC1	-1.2	0.32
Cc1cc(C)nc(NS(=O)(=O)c2ccc(NC(=O)CCN3C(=O)c4ccccc4C3=O)cc2)n1	-2.0	-0.17
CCOc1ccccc1NC(=O)CCSc1nc2n[nH]c(C)c2c(=N)n1-c1ccccc1Cl	5.1	-1.33
Cc1ccc(C)c(CSc2nnc(-c3cccnc3)o2)c1	-2.3	-0.51
CC(C)C(C(=O)OCC(=O)c1ccc2c(c1)NC(=O)CO2)N1C(=O)c2ccccc2C1=O (stereo not given)	-2.4	-0.32
CCOc1ccc(OCC)c(NC(=O)CN2CCC(NC(=O)c3cccc(F)c3)CC2)c1	2.4	0
CCCc1nnc(NC(=O)Nc2ccccc2OC)s1	-4.3	-0.28
CCCCOc1ccc(-c2nc(-c3cccnc3)no2)cc1	11.1	1.29
O=C(NCc1ccco1)c1c(O)c2cccc3c2n(c1=O)CCC3	-1.1[fluorescence artefact?]	-1.04
OCC(C#CCN1CCCCC1)NCc1ccccc1 (stereo not given)	0.6	0.55
COc1ccc(CN2C(=O)c3cccnc3C2Nc2cc(Cl)ccc2OC)cc1 (stereo not given)	-36.7[fluorescence artefact?]	-1.93
COc1ccc(-n2nc(C(=O)NCc3ccco3)c3c4ccccc4n(C)c3c2=O)cc1Cl	2.9	0.29
CCOC(=O)c1cc(-c2cc3ccccc3o2)n[nH]1	4.5	-0.11
CC1=C(c2ccc(C)cc2)S(=O)(=O)N(CC(=O)O)C1=O	1.5	1.42
Cc1ccc(-c2noc(CCC(N)=O)n2)cc1	-4.6	0.32
More records.
SMILES	ERa SRC1 inh	Pyk2 oligo antag
COC(=O)C1=C(C)NC(=O)NC1c1cn(-c2ccccc2)nc1-c1cccs1 (stereo not given)	1.3	-0.36
CC(C)(C)NC(=O)CSc1nnc(C2CC2)n1Cc1ccccc1	1.7[fluorescence artefact?]	0.92
O=c1cccc(-c2ccc(Br)cc2)o1	1.0	0.03
C1=CCC(/C=N/n2cnnc2)CC1 (stereo not given)	-1.1	1.73
O=c1c(-c2ccccc2)coc2c(CN3CCOCC3)c(O)ccc12	7.9	0.99
C/C=C/c1ccc(OCCSc2nc(C)cc(=O)[nH]2)c(OC)c1	-12.9	0.07
CCn1c(CSc2nc3ccccc3n2C)nc2ccccc21	6.0[fluorescence artefact?]	0.4
COc1cc2ccccc2cc1C(=O)OCC(=O)N1CCOCC1	6.7	0.28
Cn1c(=O)oc2cc(S(=O)(=O)N3CCN(c4cccc(Cl)c4)CC3)ccc21	0.3	0.29
CCCOc1cccc(C(=O)O)c1	-4.1	0.22
COCCN(C(=O)CNC(=O)c1cccs1)C(C(=O)NC1CCCC1)c1cccs1 (stereo not given)	-3.5	-0.7
O=C(c1ccc(S(=O)(=O)N2CCOCC2)cc1)N1CCN(c2ccccc2)CC1	-1.8	-0.21
COCCc1nnc(NC(=O)Cc2ccccc2)s1	-6.0	0.2
C=CCn1sc(=N)c(C#N)c1N	5.5	0.92
Cc1ccc(S(=O)(=O)N2CCN(C(=O)C3CCCCC3)CC2)cc1	1.5	0.45
CCOC(=O)c1c(C)[nH]c(C(=O)COC(=O)c2oc3ccc(OC)cc3c2C)c1C	-0.2[fluorescence artefact?]	1.61
COC(=O)c1cc(COc2ccc3c4c(c(=O)oc3c2)CCCC4)c(C)o1	-3.9	0.02
CC(Sc1cccc(C(F)(F)F)c1)C(=O)NC(N)=O (stereo not given)	-7.3	1.67
O=C(CCSc1ccccc1)NC1CCCC1	-3.5[fluorescence artefact?]	0
O=C(O)CSC1CC(=O)N(c2ccc(Cl)cc2)C1=O (stereo not given)	4.3	1.24
O=C1NCCCC1C(=O)N1CCN(C(c2ccccc2)c2ccccc2)CC1 (stereo not given)	11.8[fluorescence artefact?]	-1.03
CC1NC(=O)NC1CCCCC(=O)O (stereo not given)	-11.2	-0.08
O=C(CNC(=O)Cn1ccc2ccccc2c1=O)NCCCN1CCCCCC1	8.2	-0.59
CC1CCCC(C)N1C(=O)CSc1nnc(CSc2ncccn2)n1C (stereo not given)	-4.2	1.18
CCNC(=O)C1CC(=O)N(c2ccc(OCC)cc2)C1 (stereo not given)	-9.9	-0.52
CC(CN(C)Cc1ccccc1)OC(=O)c1ccc2c(c1)OCCO2 (stereo not given)	-6.2	-0.57
CCOC(=O)c1[nH]c(C)c(C(=O)NCc2ccc(Cl)cc2)c1C	-5.8	0.27
COc1ccc(CCC(=O)Nc2ccc(Br)cn2)cc1	-1.7[fluorescence artefact?]	0.11
COc1ccc(N(CC(=O)Nc2cc(OC)ccc2OC)S(C)(=O)=O)cc1	-4.6	-1.55
O=C(CN(C(=O)CNS(=O)(=O)c1ccccc1)C1CCCC1)NCc1ccco1	-3.0	0.46
c1ccc(-n2ncc3c2ncn2nc(CSc4nc5ccccc5s4)nc32)cc1	4.4	2.33
c1ccc2c(c1)ncn2CCn1cnc2ccccc21	-1.8	-0.64
C=CCNS(=O)(=O)c1nc(C)c(Cl)c(C)c1C#N	-0.8	0.08
CCc1ccc(-c2nc(CS(=O)CC(=O)NCc3cccnc3)c(C)o2)cc1 (stereo not given)	5.5	-0.27
COc1cc(C2C(C(=O)c3sc(C)nc3C)=C(O)C(=O)N2CCN(C)C)cc(OC)c1OC (stereo not given)	-13.4	0.01
COc1cccc(C2CC(c3ccccc3Cl)n3ncnc3N2)c1 (stereo not given)	-10.4	0.42
Cc1ccc2c(c1)C1(C(=O)N2C)N2CC3(C)CN1CC(C)(C2)C3=O (stereo not given)	6.1	-0.17
C=CCOC(=O)C1=C(C)Nc2nnnn2C1c1cc(OC)ccc1OC (stereo not given)	-4.5	-1.08
COc1ccc(OC)c(NC(=O)Cn2c(=O)oc3ccccc32)c1	-4.2	-0.62
O=C1c2ccccc2-c2c1cccc2C(=O)N(CCO)CCO	3.3	0.74
COC(=O)c1cn(NC(=O)c2cnccn2)c(=O)c2ccccc12	7.3	0.15
Cn1cccc1C1(C(F)(F)F)NCCNC1=O (stereo not given)	4.2	0.34
O=S(=O)(Nc1cccc(C(F)(F)F)c1)c1cnc[nH]1	2.0	0.12
COC(=O)c1cn(-c2ccccc2)nc1-c1cccnc1	1.5	-0.5
CCc1c(C)sc(NC(=O)OC)c1C(=O)N1CCOCC1	-6.2	-0.5
O=c1oc2ccccc2c(O)c1CN1CCCCC1	-9.2	-0.32
Cc1c(N=C2Nc3cccc4cccc2c34)c(=O)n(-c2ccccc2)n1C	-17.5[fluorescence artefact?]	-1.48
CCCCNC(=O)N(C)c1nncnc1C(=O)NC	4.1[fluorescence artefact?]	1.48
CCOC(=O)N1CCC(N(CCOC)C(=O)Nc2ccc(Cl)cc2)CC1	2.1	0.2
CNC(=O)CN(Cc1ccccc1)S(=O)(=O)c1ccccc1	-7.2	0.31
CCCNC(=O)Nc1cc(OCC)c(N2CCOCC2)cc1OCC	7.8[fluorescence artefact?]	1.98
CCc1cccc(C)c1NC(=O)CSc1nc2ccccc2n1CC(=O)N(C)C	-9.5	0.22

Looked up above.
Entry for C1=CCC(/C=N/n2cnnc2)CC1 (stereo not given) in ERa SRC1 inh: -1.1
Entry for Cn1c(SC2C(=O)CC(C)(C)CC2=O)nnc1-c1ccco1 in ERa SRC1 inh: -1.9

These rows are one share of the data; count on the stated rates, not on these rows.
